Screens as filed in PubChem BioAssay.
MBD2 DNA inh = inhibitors of human MBD2 binding to methylated oligonucleotide; Q9UBB5; inhibition, % at 4.4 µM; 370,000 tested, 0.31% active; TR-FRET; in the data active means inhibition above about 13%
UHRF1 MBD2 ctr = human UHRF1 methylated DNA binding inhibitors. Q96T88. UHRF1 binding to methylated oligo, TR-FRET. inhibition, % at 4.4 µM. 370,000 tested, 0.75% active. AID 687016; in the data active means inhibition above about 21%;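 further: UHRF1 SRA domain binding a hemimethylated CpG hairpin DNA probe; 0% = median of test compound wells and 100% = reference inhibitor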
rCAG binder = r(CAG) repeat RNA binding. AID 651821. inhibition, % at 3 µM. 370,000 tested, 1.3% active. TO-PRO-1 dye displacement fluorescence;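 active means inhibition above the plate cutoff, the mean of all test compounds on that plate plus 3 SD, cut at about 35% in these data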;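 further: 0% = DMSO alone and 100% = 100 µM mitoxantrone as full dye displacement; higher means more dye released from RNA so lower well fluorescence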
ABHD4 inh = ABHD4 (mouse) inhibition, primary FP screen | inhibition, % at 8.92 µM | 370,000 tested, 0.54% active | AID 720543 | purified mABHD4, FP-Rh probe fluorescence polarization;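 active means inhibition exceeding the mean over every tested compound plus 3 SD, cut at about 30% in these data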;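 further: 0% = plate median of compound wells and 100% = S159A mutant with DMSO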
Target sequence (Q8VD66 whole entry, looked up): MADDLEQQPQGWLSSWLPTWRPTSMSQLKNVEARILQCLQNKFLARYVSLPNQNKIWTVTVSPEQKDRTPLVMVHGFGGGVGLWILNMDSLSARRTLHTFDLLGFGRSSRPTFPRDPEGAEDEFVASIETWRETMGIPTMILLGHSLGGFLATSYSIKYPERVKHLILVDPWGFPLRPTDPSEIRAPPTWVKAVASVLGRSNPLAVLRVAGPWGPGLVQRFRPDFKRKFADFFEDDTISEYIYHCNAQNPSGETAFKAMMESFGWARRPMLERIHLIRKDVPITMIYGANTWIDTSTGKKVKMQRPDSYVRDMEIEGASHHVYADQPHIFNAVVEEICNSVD
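Assay system: wild-type mouse ABHD4 protein; compound: single nominal dose of 8.92 µM, 0.89% DMSO final; schedule: 45 min + 60 min at 25 °C; measured by: FP readout, ex 525 nm / em 598 nm; evaluation: % inhibition of FP-Rh probe binding versus controls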
NPR2 activator = GC-B (human) receptor activation. P20594. HEK293-GC-B cells, CNP EC30, cGMP TR-FRET; 0% at EC30 CNP, 100% saturating CNP. activation, % at 10 µM. 370,000 tested, 0.11% active. AID 1920062;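 active means activation at 10 µM reaching about 35% in either raw or pattern-adjusted values, limit read from the data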
PRMT1 inh = blocks human protein arginine methyltransferase 1; recombinant PRMT1, activity-based probe fluorescence polarization; 370,000 tested, 1.3% active; Q99873; inhibition, % at 2.79 µM;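 active means inhibition above about 21% made by adding two undisclosed values, limit read from the data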
Target sequence (Q99873 whole entry, looked up): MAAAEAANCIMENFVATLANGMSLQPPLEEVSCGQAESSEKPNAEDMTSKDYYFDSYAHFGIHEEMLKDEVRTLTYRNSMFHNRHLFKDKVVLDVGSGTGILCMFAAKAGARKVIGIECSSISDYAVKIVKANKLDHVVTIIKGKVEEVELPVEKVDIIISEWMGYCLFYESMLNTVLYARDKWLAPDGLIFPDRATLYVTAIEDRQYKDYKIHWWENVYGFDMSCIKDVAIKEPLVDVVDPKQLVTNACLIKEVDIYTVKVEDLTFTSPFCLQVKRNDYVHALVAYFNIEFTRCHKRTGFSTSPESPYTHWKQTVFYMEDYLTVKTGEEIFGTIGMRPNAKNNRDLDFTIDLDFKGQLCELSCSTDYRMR
SIAE inh = blocks human sialic acid acetylesterase; Q9HAT2; SIAE FP-Rh probe binding, fluorescence polarization; inhibition, % at 9.66 µM; 370,000 tested, 0.69% active;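 active means inhibition above a cutoff: mean of compounds within the control limits plus 3 SD of those, cut at about 17% in these data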;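 further: 0% = plate median of compound wells and 100% = probe without SIAE protein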
HTRA1 inhibitor = blocks human HTRA1 serine peptidase. 340,000 tested, 0.5% active. inhibition, % at 5.96 µM. Q92743. recombinant HTRA1, FP-rhodamine activity-based probe, fluorescence polarization. AID 504803; in the data active means inhibition above about 36%;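 further: 0% = enzyme with DMSO and 100% = wells lacking enzyme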
NPR1 activator = GC-A (human) enzyme activation; 370,000 tested, 0.14% active; P16066; activation, % at 10 µM; HEK293 GC-A cells, cGMP TR-FRET, EC30 ANP; 0% at EC30 ANP, 100% saturating ANP; in the data active means activation above about 40%
TCR-CD3 inh = human TCR-CD3 binding inhibition | 360,000 tested, 0.37% active | inhibition, % at 9.4 µM | TAMRA-labeled TCR probe fluorescence, biochemical | AID 651800; in the data active means inhibition above about 19%;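 further: recombinant mutant TCR 2C K166C tagged with TAMRA read by polarization; 0% = receptor in buffer alone and 100% = receptor with positive control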
The depositor's hits bear a star. Some of the compounds tested; the hit share may differ from the screen's.

Cc1ccc(SCCCn2cncn2)cc1 was read as MBD2 DNA inh -3.5, UHRF1 MBD2 ctr -0.7, rCAG binder -3.7, ABHD4 inh 6.2, NPR2 activator -3.6, PRMT1 inh 0.0, SIAE inh -1.5, HTRA1 inhibitor 5.2, NPR1 activator -3.3 and TCR-CD3 inh 4.3.
For CC(=O)c1cccc(NC(=O)c2ccc(S(=O)(=O)N3CCCCC3)cc2)c1 the results were MBD2 DNA inh 0.5, UHRF1 MBD2 ctr -0.7, rCAG binder -0.9, ABHD4 inh -5.8, NPR2 activator -0.4, PRMT1 inh 2.7, SIAE inh 1.6, HTRA1 inhibitor -14.1, NPR1 activator 1.1 and TCR-CD3 inh -4.6.
O/N=C1/CCCCc2sccc21 was read as MBD2 DNA inh -4.7, UHRF1 MBD2 ctr 0.3, rCAG binder -0.7, ABHD4 inh 2.8, NPR2 activator 2.0, PRMT1 inh -1.6, SIAE inh -3.9, HTRA1 inhibitor 3.7, NPR1 activator 1.8 and TCR-CD3 inh 7.0.
`Cn1cc(CCNC(=O)CC2C(=O)NCCN2Cc2cccc(Oc3ccccc3)c2)cn1` (stereo unspecified) gave MBD2 DNA inh -6.8, UHRF1 MBD2 ctr -4.8, rCAG binder 7.2, ABHD4 inh 13.6, NPR2 activator -1.9, PRMT1 inh -2.8, SIAE inh 5.6, HTRA1 inhibitor -2.4, NPR1 activator 1.9 and TCR-CD3 inh -1.5.
For C=CC[n+]1c(-c2ccc(OCC)cc2)csc1NNC(=O)Nc1ccccc1 the results were MBD2 DNA inh 4.7, UHRF1 MBD2 ctr -1.1, rCAG binder 3.8, ABHD4 inh 3.3, NPR2 activator 0.2, PRMT1 inh 2.9, SIAE inh -0.5, HTRA1 inhibitor 6.0, NPR1 activator 0.3 and TCR-CD3 inh -3.3.
Screening C[C@]12C=CC(=O)C=C1CCC1C2CC[C@@]2(C)C1CCC21OCCO1 (stereo partly specified) returned MBD2 DNA inh 2.6, UHRF1 MBD2 ctr -0.4, rCAG binder 0.6, ABHD4 inh 0.1, NPR2 activator 1.8, PRMT1 inh -0.9, SIAE inh 3.3, HTRA1 inhibitor 1.4, NPR1 activator -2.3 and TCR-CD3 inh 2.7.
`CCOC(=O)c1ccc(N2C(=O)c3n[nH]c(C)c3C2c2ccc(OC)cc2OC)cc1` (stereo unspecified) gave MBD2 DNA inh 3.1, UHRF1 MBD2 ctr 0.4, rCAG binder 8.6, ABHD4 inh -31.2, NPR2 activator -4.0, PRMT1 inh -1.5, SIAE inh -16.3, HTRA1 inhibitor -114.3, NPR1 activator -1.8 and TCR-CD3 inh 8.2.
CC(C)(C)c1ccc(S(=O)(=O)NCCOCC(F)(F)C(F)F)cc1 was read as MBD2 DNA inh -0.7, UHRF1 MBD2 ctr -0.1, rCAG binder -6.2, ABHD4 inh -5.8, NPR2 activator 6.0, PRMT1 inh -0.8, SIAE inh 0.9, HTRA1 inhibitor -5.3, NPR1 activator 5.6 and TCR-CD3 inh -3.8.
For CCOc1ccc(S(=O)(=O)n2ccc(C)n2)c2ccccc12 the results were MBD2 DNA inh -1.2, UHRF1 MBD2 ctr -2.4, rCAG binder -4.6, ABHD4 inh -7.2, NPR2 activator -3.2, PRMT1 inh 1.9, SIAE inh -2.6, HTRA1 inhibitor -13.8, NPR1 activator -1.1 and TCR-CD3 inh 3.6.
Screening CC(=O)N(C(C)=O)c1c(C#N)c(C)n(-c2ccccc2)c1C(=O)c1ccccc1 returned MBD2 DNA inh 3.8, UHRF1 MBD2 ctr 1.6, rCAG binder -11.7, ABHD4 inh 5.4, NPR2 activator -10.9, PRMT1 inh -1.2, SIAE inh -2.7, HTRA1 inhibitor 3.0, NPR1 activator -11.5 and TCR-CD3 inh -2.9.
CCCNC(=O)N1[C@@H](CO)[C@H](c2ccc(C3=CCCC3)cc2)[C@@H]1CN(CC)S(=O)(=O)c1ccccc1[N+](=O)[O-] was read as MBD2 DNA inh 0.8, UHRF1 MBD2 ctr -2.0, rCAG binder 9.6, ABHD4 inh -5.9, NPR2 activator 4.5, PRMT1 inh 0.0, SIAE inh 4.0 and NPR1 activator -1.8.
For C=CCc1cc(Cl)ccc1OCCn1ccnc1 the results were MBD2 DNA inh 3.1, UHRF1 MBD2 ctr -3.2, rCAG binder -9.1, ABHD4 inh 12.4, NPR2 activator 4.8, PRMT1 inh -1.8, SIAE inh 9.2, HTRA1 inhibitor -0.1, NPR1 activator 3.2 and TCR-CD3 inh -8.0.

Two entries picked at random from those above:
For CC(=O)c1cccc(NC(=O)c2ccc(S(=O)(=O)N3CCCCC3)cc2)c1 the results were MBD2 DNA inh 0.5, UHRF1 MBD2 ctr -0.7, rCAG binder -0.9, ABHD4 inh -5.8, NPR2 activator -0.4, PRMT1 inh 2.7, SIAE inh 1.6, HTRA1 inhibitor -14.1, NPR1 activator 1.1 and TCR-CD3 inh -4.6.
For CCOc1ccc(S(=O)(=O)n2ccc(C)n2)c2ccccc12 the results were MBD2 DNA inh -1.2, UHRF1 MBD2 ctr -2.4, rCAG binder -4.6, ABHD4 inh -7.2, NPR2 activator -3.2, PRMT1 inh 1.9, SIAE inh -2.6, HTRA1 inhibitor -13.8, NPR1 activator -1.1 and TCR-CD3 inh 3.6.

Other records follow.
For COc1ccc(CC(N)c2csc(NC(=O)c3ccc(OC)cc3)n2)cc1 (stereo unspecified) the results were MBD2 DNA inh -1.0, UHRF1 MBD2 ctr -1.9, rCAG binder 13.2, ABHD4 inh -13.8, NPR2 activator -12.6, PRMT1 inh -7.9, SIAE inh -8.4, NPR1 activator -4.0 and TCR-CD3 inh 3.8.
Screening CN(C(=O)c1ccccc1Br)C1CCS(=O)(=O)C1 (stereo unspecified) returned MBD2 DNA inh 4.3, UHRF1 MBD2 ctr 0.3, rCAG binder -2.1, ABHD4 inh -2.1, NPR2 activator 5.8, PRMT1 inh -2.1, SIAE inh 5.1, HTRA1 inhibitor 9.2, NPR1 activator 0.0 and TCR-CD3 inh 0.2.
`O=C(Cn1nc(-c2ccco2)ccc1=O)Nc1cc(C(F)(F)F)ccc1Cl` gave MBD2 DNA inh 0.2, UHRF1 MBD2 ctr 0.0, rCAG binder 13.4, ABHD4 inh 9.1, NPR2 activator 10.5, PRMT1 inh 12.8, SIAE inh -4.5, HTRA1 inhibitor -5.1, NPR1 activator 1.2 and TCR-CD3 inh -1.8.
For CN(CCOc1ccc(Cl)cc1)C(=O)CNS(=O)(=O)c1ccc(N(C)C)c([N+](=O)[O-])c1 the results were MBD2 DNA inh 0.6, UHRF1 MBD2 ctr 0.0, rCAG binder 1.8, ABHD4 inh 1.8, NPR2 activator 2.6, PRMT1 inh -1.9, SIAE inh -1.6, HTRA1 inhibitor -49.0, NPR1 activator -1.6 and TCR-CD3 inh -4.5.
Screening Cc1cc(C(=O)CN2CCN(CC(=O)Nc3ccc(F)cc3)CC2)c(C)n1C1CC1 returned MBD2 DNA inh 5.6, UHRF1 MBD2 ctr 1.1, rCAG binder 1.6, ABHD4 inh 4.7, NPR2 activator -2.4, PRMT1 inh -2.3, SIAE inh 7.7, HTRA1 inhibitor 1.2, NPR1 activator 2.4 and TCR-CD3 inh -1.3.
For O=C(NC1CCN(S(=O)(=O)c2cccc(F)c2)CC1)c1ccc(F)cc1 the results were MBD2 DNA inh 4.0, UHRF1 MBD2 ctr 1.5, rCAG binder -2.7, ABHD4 inh 0.0, NPR2 activator 0.9, PRMT1 inh 3.3, SIAE inh -4.4, HTRA1 inhibitor -0.6, NPR1 activator 1.1 and TCR-CD3 inh 4.7.
Screening CCOC(=O)N1CCC(=NNC(=O)c2cc3ccccc3cc2O)CC1 returned MBD2 DNA inh 9.3, UHRF1 MBD2 ctr 15.0, rCAG binder 36.6*, ABHD4 inh 23.4, NPR2 activator 1.6, PRMT1 inh 3.0, SIAE inh 13.4, HTRA1 inhibitor 42.6*, NPR1 activator -2.0 and TCR-CD3 inh 1.8.
For CN(C)/C=C/C(=C\C(=O)C(F)(F)F)Nc1ccc(C(F)(F)F)cc1 the results were MBD2 DNA inh 3.9, UHRF1 MBD2 ctr -0.5, rCAG binder 1.2, ABHD4 inh -1.2, NPR2 activator -2.7, PRMT1 inh 0.5, SIAE inh 2.5, HTRA1 inhibitor 3.5, NPR1 activator 3.3 and TCR-CD3 inh 1.2.
For CCCN[C@H]1CCc2nc(N)sc2C1 the results were MBD2 DNA inh -2.6, UHRF1 MBD2 ctr -0.7, rCAG binder 2.2, ABHD4 inh 1.0, NPR2 activator 4.0, PRMT1 inh -1.6, SIAE inh 4.4, HTRA1 inhibitor 5.2, NPR1 activator 0.0 and TCR-CD3 inh 3.5.
COc1ccccc1CNC(=O)c1ccc2nc(N3CCOCC3)sc2c1 was read as MBD2 DNA inh 2.0, UHRF1 MBD2 ctr 0.0, rCAG binder 0.4, ABHD4 inh -3.6, NPR2 activator 5.3, PRMT1 inh 0.6, SIAE inh 3.6, HTRA1 inhibitor -1.4, NPR1 activator 2.9 and TCR-CD3 inh 2.7.
Nc1ncnc(N)c1NC(=O)c1ccc(OCc2ccccc2)cc1 was read as MBD2 DNA inh -2.4, UHRF1 MBD2 ctr -0.1, rCAG binder 3.0, ABHD4 inh 4.8, NPR2 activator 6.2, PRMT1 inh -1.8, SIAE inh -1.2, HTRA1 inhibitor 1.3, NPR1 activator -2.1 and TCR-CD3 inh -2.3.
For O=C(O)CCC(=O)NC(c1ccccc1)c1ccccc1 the results were MBD2 DNA inh 1.9, UHRF1 MBD2 ctr 0.6, rCAG binder -6.0, ABHD4 inh 2.5, NPR2 activator -8.1, PRMT1 inh 0.7, SIAE inh -2.5, HTRA1 inhibitor 1.0, NPR1 activator 3.4 and TCR-CD3 inh -2.8.
O=S(=O)(SC1=NCCN1)c1ccccc1 was read as MBD2 DNA inh -1.3, UHRF1 MBD2 ctr 2.8, rCAG binder 2.9, ABHD4 inh 8.1, NPR2 activator 2.4, PRMT1 inh 5.6, SIAE inh 0.7, HTRA1 inhibitor 0.2, NPR1 activator 1.4 and TCR-CD3 inh -6.0.
`CC(=O)Nc1nc(C)c(Oc2ccc(Cl)cc2Cl)c(=O)[nH]1` gave MBD2 DNA inh -0.4, UHRF1 MBD2 ctr -1.2, rCAG binder 4.1, ABHD4 inh 4.8, NPR2 activator -1.4, PRMT1 inh -1.1, SIAE inh -2.1, HTRA1 inhibitor 4.1, NPR1 activator -0.4 and TCR-CD3 inh 9.1.
`Cc1cc(Br)cn2c(Cc3ccccc3)c(-c3ccco3)nc12` gave MBD2 DNA inh 3.9, UHRF1 MBD2 ctr 10.7, rCAG binder 17.4, ABHD4 inh 1.7, NPR2 activator 35.3*, PRMT1 inh 34.6*, SIAE inh -0.4, NPR1 activator 32.0 and TCR-CD3 inh 4.7.
For Cc1ccnc(NS(=O)(=O)c2ccc(N3C(=O)Nc4ccccc4N3O)cc2)c1 the results were MBD2 DNA inh -5.0, UHRF1 MBD2 ctr 1.6, rCAG binder 1.1, ABHD4 inh 3.3, NPR2 activator -2.8, PRMT1 inh 0.8, SIAE inh 1.3, HTRA1 inhibitor -5.4, NPR1 activator 2.0 and TCR-CD3 inh 2.3.
CC(C)(C)c1cc(C(=O)NNC(=O)Nc2cccc(Cl)c2)n(Cc2ccccc2)n1 was read as MBD2 DNA inh -4.4, UHRF1 MBD2 ctr -0.3, rCAG binder 8.0, ABHD4 inh -17.6, NPR2 activator -3.1, PRMT1 inh 5.2, SIAE inh -26.1, HTRA1 inhibitor -35.4, NPR1 activator 0.1 and TCR-CD3 inh -4.1.
For COc1ccccc1Nc1nc2ccccc2[nH]1 the results were MBD2 DNA inh 5.5, UHRF1 MBD2 ctr -3.0, rCAG binder 0.0, ABHD4 inh 6.1, NPR2 activator -0.3, PRMT1 inh -2.1, SIAE inh -3.2, HTRA1 inhibitor 1.8, NPR1 activator -5.2 and TCR-CD3 inh -0.1.
